Source: PubChem BioAssay (National Center for Advancing Translational Sciences (NCATS))
PGK inhibitor: inhibitors of T. brucei phosphoglycerate kinase | P07378 | PGK/GAPDH coupled, Kinase-Glo luminescence, 60 min | Potency, µM (series often up to 57.5 µM), without a hit: at the top dose activity change, negative = inhibition, most hits filed as inhibitors | hit rate 0.043% among 380,000 | AID 602233; further: on the % scale 0 is the no-effect control and ±100 the full control effect; nearly all actives have a fitted effect of over 60% in size
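Recombinant glycosomal PGK reaction used 1,3-bisphosphoglycerate generated in-well by GAPDH (100nM final) in 100mM TEA pH 7.6, 5mM MgCl2, 0.01% Tween-20. After 60 minutes at room temperature, ATP was read by Kinase-Glo Plus luminescence end-point.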
GLS inhibitor: glutaminase GLS (human) inhibition | O94925 | GLS enzymatic activity, qHTS titration | Potency, µM (top dose mostly 45.5 µM), inactives show at the top dose activity change, negative = inhibition, most hits filed as inhibitors | hit rate 0.21% among 410,000; further: on the % scale 0 is the no-effect control and ±100 the full control effect
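Two-point fluorescence kinetic (t0, 30 min RT) for hKGA; glutamate detected via glutamate oxidase–HRP–Amplex Red. Substrate: 1 mM L-glutamine solution; buffer 45 mM KH2PO4, pH 8.2.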
RGS4 inhibitor: human RGS4 inhibition; P49798; Transcreener GDP fluorescence polarization, RGS4-accelerated GTP hydrolysis; hit rate 0.039% among 390,000; Potency, µM (titrated, usually from 114 µM), for the others: top-dose activity change, negative = inhibition, hits mostly inhibitors; further: on the % scale 0 is the no-effect control and ±100 the full control effect; nearly all actives have a fitted effect of over 75% in size; some results filed as inactive show a strong effect at the top dose
Target sequence (P49798 whole entry, looked up): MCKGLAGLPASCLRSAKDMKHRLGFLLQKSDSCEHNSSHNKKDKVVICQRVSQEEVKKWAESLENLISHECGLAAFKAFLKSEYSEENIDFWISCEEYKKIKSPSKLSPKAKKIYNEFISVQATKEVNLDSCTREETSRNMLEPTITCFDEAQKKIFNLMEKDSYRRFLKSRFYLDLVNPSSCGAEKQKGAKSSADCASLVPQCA
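MLSMR compounds (23 nl, pin-transferred) preincubated 10 min at room temperature with a 500nM (2x) first reagent, then RGS4 at 900nM (2x) plus Transcreener GDP mix added; fluorescence polarization (620/688 nm) read before and after 90 min at 30 °C.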
Pin1 inh: inhibitors of human Pin1. Q13526. Pin1 FP peptide displacement, HiFluor488, 10 min. Potency, µM (doses to about 115 µM), without a hit: top-dose activity, negative = inhibition, usual class: inhibitors. hit rate 0.009% among 390,000. AID 504891; active means well fitted inhibition curve with a large enough effect in the polarisation, with a control signal flat, not every such curve was filed as active; inconclusive means small, poorly fitted or top-dose-only effect, or effect the other way, or a change in a side signal; inactive means no such curve, though single readings can be large or run the other way; the % refers to the polarisation; further: on the % scale 0 is the no-effect control and ±100 the full control effect
Target sequence (Q13526 whole entry, looked up): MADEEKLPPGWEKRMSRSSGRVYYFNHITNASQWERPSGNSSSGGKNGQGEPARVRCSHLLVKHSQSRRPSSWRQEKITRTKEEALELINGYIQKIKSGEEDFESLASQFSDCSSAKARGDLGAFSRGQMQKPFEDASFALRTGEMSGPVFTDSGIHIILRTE
ERG Ets-DNA blk: ERG Ets/DNA interaction inhibition; hit rate 0.028% among 370,000; Potency, µM (highest dose often 76.9 µM), inactives show at the top dose FP activity, negative = inhibition, most hits filed as inhibitors; fluorescence polarization, His-ERG Ets domain / labelled DNA; AID 624246; P11308; active means well fitted inhibition curve with a large enough effect in the polarisation, with a control signal flat; inconclusive means small, poorly fitted or top-dose-only effect, or effect the other way, or a change in a side signal; inactive means no such curve, though single readings can be large or run the other way; the % refers to the polarisation;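 further: polarization taken with two DNA probes labelled with fluorescein and Texas red; % of control where 0% means no effect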
Target sequence (P11308 whole entry, looked up, the tested form may be a part): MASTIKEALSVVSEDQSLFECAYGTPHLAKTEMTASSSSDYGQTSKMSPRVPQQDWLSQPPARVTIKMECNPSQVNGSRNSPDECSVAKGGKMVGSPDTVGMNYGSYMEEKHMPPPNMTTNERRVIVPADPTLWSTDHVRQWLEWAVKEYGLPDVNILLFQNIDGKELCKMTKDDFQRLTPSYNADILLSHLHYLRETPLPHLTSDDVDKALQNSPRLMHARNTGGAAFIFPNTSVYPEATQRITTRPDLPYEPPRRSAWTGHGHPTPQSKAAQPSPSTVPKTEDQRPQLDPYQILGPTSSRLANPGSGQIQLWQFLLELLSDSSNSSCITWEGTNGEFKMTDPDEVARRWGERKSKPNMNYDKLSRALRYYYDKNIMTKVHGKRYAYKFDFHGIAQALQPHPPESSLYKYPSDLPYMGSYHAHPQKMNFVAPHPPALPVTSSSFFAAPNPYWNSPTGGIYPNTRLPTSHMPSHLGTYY
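His-tagged ERG Ets domain (1 uM in the protein solution; 300mM KCl, 50mM Tris-HCl, 1mM EDTA, 1mM DTT, pH 7.5) received compound, then a probe mix of 5 nM fluorescein-DNA and 100nM Texas-615-DNA. Fluorescence polarization was read for both dyes.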
HP1b binding inh: inhibitors of HP1-beta chromodomain binding to methylated histone tails | Potency, µM (highest dose often 114 µM), for inactives: at the top dose activity change, negative = inhibition, usual class: inhibitors | P83916 | hit rate 0.56% among 390,000 | AID 540317 | AlphaScreen HP1-beta / biotin-H3K9me3 peptide binding; further: nearly all actives have a fitted effect of over 70% in size; inactives centre near 23
Target sequence (P83916 whole entry, looked up): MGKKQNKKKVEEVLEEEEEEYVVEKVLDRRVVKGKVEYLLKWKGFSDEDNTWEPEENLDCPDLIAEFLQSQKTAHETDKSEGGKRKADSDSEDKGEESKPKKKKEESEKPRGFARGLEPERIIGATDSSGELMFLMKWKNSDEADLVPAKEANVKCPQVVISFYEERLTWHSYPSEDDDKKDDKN
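HP1-beta protein (50 nM final) preincubated 30 min at room temperature with biotinylated H3(1-18)K9me3 peptide (50 nM) in PBS pH 7.4, 0.01% Tween-20, then compound added for 30 min. AlphaScreen streptavidin donor/nickel chelate acceptor beads (10 ug/mL final), 30 min dark, luminescence read.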
rTrxR1 inhibitor: inhibitors of rat thioredoxin reductase 1; O89049; recombinant rTrxR1, NADPH fluorescence consumption, selenite substrate; Potency, µM (series often up to 114 µM), for the others: at the top dose activity change, negative = inhibition, actives largely listed as inhibitors; hit rate 1% among 390,000; AID 588453; further: on the % scale 0 is the no-effect control and ±100 the full control effect; nearly all actives have a fitted effect of over 65% in size
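Rat TrxR1 (90 nM in the dispensed reagent) was pre-reduced with 400 uM NADPH for 5 min at room temperature, then incubated with compound for 15 min. After 400 uM selenite was added, NADPH fluorescence (Ex 340/Em 450 nm) was followed for 8 min.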
12-LOX inh: inhibitors of human 12S-lipoxygenase ALOX12; P18054; purified 12hLO, xylenol orange hydroperoxide absorbance; Potency, µM (top dose mostly 108 µM), inactives show at the highest dose activity change, negative = inhibition, hits mostly inhibitors; hit rate 1.1% among 580,000; AID 1671190; further: on the % scale 0 is the no-effect control and ±100 the full control effect
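Hydroperoxide product was detected by ferrous iron/xylenol orange as the 573 to 405 nm absorbance ratio. Arachidonic acid at 40 uM (final) was turned over for 30 min at room temperature by 150 nM human 12hLO, pH 7.0 Hepes buffer, after 15 min compound preincubation.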
JMJD2A Tudor inh: JMJD2A Tudor domain (human) inhibition; O75164; AlphaScreen JMJD2A-Tudor / H3K4me3 peptide binding; Potency, µM (highest dose often 114 µM), for the others: top-dose activity change, negative = inhibition, usual class: inhibitors; hit rate 4.4% among 390,000; AID 504339; further: on the % scale 0 is the no-effect control and ±100 the full control effect; nearly all actives have a fitted effect of over 50% in size
An asterisk follows results filed as active; i = inactive; ? = inconclusive; nt = no result given; & = joins results of further samples; [ ] = remark or other dose. Unless noted, the call rests on the fitted dose curve; in most records, active means well fitted curve in the direction sought with a large enough effect; inconclusive means small, poorly fitted or top-dose-only effect, or another doubt; inactive means no such curve, though single readings can be large; an effect the other way counts as inactive or inconclusive. Potency means the concentration at half of the fitted maximal effect.

SMILES	PGK inhibitor	GLS inhibitor	RGS4 inhibitor	Pin1 inh	ERG Ets-DNA blk	HP1b binding inh	rTrxR1 inhibitor	12-LOX inh	JMJD2A Tudor inh
CN(C(=O)CC1C(=O)NCCN1CC(c1ccccc1)c1ccccc1)C(C1CC1)C1CC1 (centres undefined)	-8%	4%	-6%	5%	7%	24%	-19%	4%	-24%
CC(=O)Nc1ccc(S(=O)(=O)N(CC(=O)O)Cc2ccccc2)cc1	7%	-7%	-11%	-10%	-3%	27%	-12%	i	2%
O=C1Oc2ccccc2C(=O)/C1=C/c1ccccc1O	-8%	-13%	-23%	-13%	6%	5%	11µM*	?	-5%
C=CCN(CC=C)S(=O)(=O)c1ccc(C(=O)Nc2nnc(COC)o2)cc1	nt	0%	18%	0%	4%	52%[activator]	9%	3%	-28%
CC(CNC(=O)c1ccc2c(c1)OCO2)c1ccc([N+](=O)[O-])cc1 (centres undefined)	-3%	-5%	-5%	2%	15%	32%	18%	-25%	-16%
CC1(C)CC(C(CCN(Cc2ccccc2)C(=O)c2ccco2)c2ccc(F)cc2)CCO1 (centres undefined)	9%	2%	-9%	-20%	1%	2%	-10%	?	-29%
CCCOc1cccc(C2C(C(=O)c3ccc(C)o3)=C(O)C(=O)N2CCN2CCOCC2)c1 (centres undefined)	-6%	7%	-13%	-7%	5%	47%[activator]	-14%	-12%	-1%
COC(=O)c1ccccc1NC(=O)CCNC(=O)Cn1cnc2ccccc2c1=O	0%	8%	9%	-3%	-5%	16%	-2%	-23%	-6%
CCCCc1nnc(NC(=O)C(C)Sc2nc(C)cc(=O)[nH]2)s1 (centres undefined)	-3%	-9%	-24%	0%	-1%	13%	-5%[57.1 µM]	?	-16%
Cc1ccc(C(=O)Nc2ccc(F)c(S(=O)(=O)N3CCOCC3)c2)s1	3%	-2%	15%	1%	-5%	30%	13%	?	-17%
C[C@H]1CN([C@@H](C)CO)C(=O)Cc2cc(NC(=O)CCC(F)(F)F)ccc2O[C@H]1CN(C)S(=O)(=O)c1ccc(Cl)cc1	-6%	2%	7%	-1%	-12%	39%	-10%	?	-9%
CC1Cc2ccccc2N1C(=O)c1cnc2ccccn2c1=O (centres undefined)	-10%	0%	-12%	0%	-1%	39%[activator]	-15%	-10%	-18%
CCOc1ccccc1C(=O)NN1C(=O)CCC1=O	-2%	1%	6%	-1%	2%	37%	10%[57.1 µM]	-5%	-8%
C/C(CC(=O)Nc1ccc2c(c1)OCCO2)=N\NC(=O)Cc1ccccc1	-6%	-2%	-7%	0%	-1%	21%	15%	13%	-8%
Cc1nc(N)nc(Cl)c1CCC1OCCO1	1%	-19%	11%	-4%	-6%	7%	?	-21%	-5%
COc1ccc(C2(CNC(=O)c3cccc([N+](=O)[O-])c3)CCOCC2)cc1	2%	6%	11%	-14%	-8%	11%	5%[57.1 µM]	-7%	-4%
O=C(N/N=C/C(Br)=C/c1ccccc1)c1n[nH]c2c1CCC2	4%	3%	-25%	5%	1%	13%	?	nt	?
CC(C)(C)NC(=O)C(c1ccc(O)cc1)N(C(=O)CCC(=O)Nc1ccccn1)c1ccc(F)cc1 (centres undefined)	-4%	2%	4%	5%	4%	17%	-4%[57.1 µM]	-6%	-5%
CC(CCc1ccco1)NC(=O)c1cccc2c1C(=O)N(C1CCCCC1)C2 (centres undefined)	-8%	-10%	?	9%	5%	21%	-34%	-21%	-28%
O=C(NCCC1=CCCCC1)C1CCC(CNc2c(N3CCCCC3)c(=O)c2=O)CC1 (centres undefined)	i	3%	3%	-6%	-3%	29%	-1%	-3%	-1%
COC(=O)[C@]1(C)N[C@H](CN(C)C(=O)NC(C)C)[C@@H]2C(=O)N(C)C(=O)[C@@H]21	-9%	-5%	-5%	-5%	1%	54%	13%	-2%	-9%
O=C(Nc1ccc(S(=O)(=O)N2CCOCC2)cc1)c1ccc(Cl)cc1	2%	4%	23%	10%	1%	29%	7%	2%	-17%
CCCn1nnnc1NCc1cccc(OC)c1	5%	-12%	-20%	-12%	-6%	49%[activator]	10%[57.1 µM]	-10%	4%
COc1ccc(CN2CCNC(=O)C2CC(=O)NCCc2nc(C)c(C)s2)c(OC)c1 (centres undefined)	-3%	0%	0%	-2%	12%	8%	7%	-7%	-14%
Cc1nn(C)cc1C(=O)Nc1ccc2c(c1)OCCO2	-3%	-1%	?	3%	-8%	-5%	18%	-1%	-10%

Compounds listed so far with two or more sulfur atoms, in the order listed:
SMILES	PGK inhibitor	GLS inhibitor	RGS4 inhibitor	Pin1 inh	ERG Ets-DNA blk	HP1b binding inh	rTrxR1 inhibitor	12-LOX inh	JMJD2A Tudor inh
CCCCc1nnc(NC(=O)C(C)Sc2nc(C)cc(=O)[nH]2)s1 (centres undefined)	-3%	-9%	-24%	0%	-1%	13%	-5%[57.1 µM]	?	-16%
Cc1ccc(C(=O)Nc2ccc(F)c(S(=O)(=O)N3CCOCC3)c2)s1	3%	-2%	15%	1%	-5%	30%	13%	?	-17%

New compounds follow:
SMILES	PGK inhibitor	GLS inhibitor	RGS4 inhibitor	Pin1 inh	ERG Ets-DNA blk	HP1b binding inh	rTrxR1 inhibitor	12-LOX inh	JMJD2A Tudor inh
CC(CNC(=O)COc1ccccc1)OC(=O)Nc1cccc(Cl)c1 (centres undefined)	i	?	24%	-3%	4%	9%	11%[57.1 µM]	2%	-7%
Cc1cccc(NC(=S)NCc2ccco2)c1C	-4%	0%	0%	-4%	6%	8%	-18%	-13%	-21%
Cc1ccccc1-c1nc(CN2CCC(C(=O)NC3CCCCC3)CC2)c(C)o1	-1%	0%	25%[11.4 µM]	1%	3%	5%	10%	1%	-5%
CCn1c(SCC(=O)Nc2nc3ccc(OC)cc3s2)nnc1-c1ccoc1C	-13%	2%	21%	-7%	9%	-11%	1%	0%[57.4 µM]	?
NNC(=O)c1cc2c(s1)-c1cc(Cl)ccc1SC2	13%	5%	7%	11%	5%	44%[activator]	6%[57.1 µM]	202%[activator]	-13%
O=C(CN1C(=O)NC2(CCCCC2)C1=O)Nc1ccc(F)cc1	-8%	9%	-11%	-7%	5%	30%	2%	5%&0%	-13%
CCCN(C(=O)CSc1ncccn1)C1CCS(=O)(=O)C1 (centres undefined)	-6%	9%	-11%	-1%	-8%	30%	15%	0%	-15%
CC1CC(C)CN(C(=O)C(C)N2CCN(S(=O)(=O)c3cccs3)CC2)C1 (centres undefined)	-1%	0%	12%	-4%	8%	26%	19%	8%	-20%
CS(=O)(=O)Nc1ccc2c(c1)OCC(=O)N2Cc1ccccc1	-3%	21%	-16%	3%	-14%	52%[activator]	40%[11.4 µM]	21%	-10%
COC(=O)c1cc2c(ccn2-c2ccc(F)cc2)n1CC(=O)C(C)(C)C	-2%	3%	-2%[56.9 µM]	?	-2%	9%	31%	60%[activator]	-32%
C=Cc1ccc(Cn2c(=O)n(CCCOC)c(=O)c3sccc32)cc1	-5%	-5%	6%	4%	-8%	39%[activator]	11%	0%	-5%
CCCCNC(=S)NNC(=O)c1csc2ccccc12	1%	4%	-33%	-2%	0%	13%	-3%	2%	-15%
CCOc1cc(/C=C2\C(=O)N(c3nc(-c4ccc(Br)cc4)cs3)N=C2c2ccccc2)ccc1O	-10%	8%	?	nt	14%	?	-12%[57.1 µM]	nt	?
COc1cc(/C=C(\NC(=O)c2cc(OC)c(OC)c(OC)c2)C(=O)NC(C(=O)O)c2ccccc2)cc(OC)c1OC (centres undefined)	i	2%	-14%	-17%	3%	33%	-8%	260%[activator]	5%
Cc1cc(C)cc(OCc2nnc(SCC(=O)NC3CC3)n2C)c1	7%	24%	?	3%	10%	-2%[57 µM]	7%	7%	-13%
COC(=O)c1ccc(NC(=O)CS(=O)(=O)c2ccccc2)cc1	-2%	-2%	-19%	0%	3%	33%	-22%	?	-5%
Cc1cccc2sc(NC(=O)C3c4ccccc4Oc4ccccc43)nc12	4%	7%	-2%	2%	5%	36%	6%	-16%	-11%
CC(C)(C)NC(=O)CSc1nc(N)c(NC(=O)c2ccccc2F)c(=O)[nH]1	i	6%	6%	2%	4%	20%	17%[57.1 µM]	-12%	-8%
O=C(NCc1ccco1)c1ccc2c(=O)n(-c3ccccc3)c(=S)[nH]c2c1	-14%	-13%	2%	1%	7%	32%	25%	-2%	1%
CN1CCN(c2ccccc2NC(=O)c2ccc(-c3ccccc3)cc2)CC1	i	0%	13%	-1%	-5%	-12%	8%[57.1 µM]	?	-32%
O=C(c1cc(Br)ccc1Cl)N1CCN(c2ncccn2)CC1	-1%	21%	-30%[56.9 µM]	0%	8%	5%	9%	-1%	?
O=C(NCc1c(Cl)cccc1Oc1ccccc1)c1ccccc1	-2%	5%	-10%	-2%	-8%	56%[activator]	9%[57.1 µM]	49%[activator]	4%
O=C(NC1(C(F)(F)F)N=C2SCCN2C1=O)C1CCCCC1 (centres undefined)	0%	?	-18%	1%	-2%	68%	-6%	0%	-2%
O=C(COc1ccc(Br)cc1)NCCNC(=O)c1ccncc1	0%	-23%	-5%	2%	5%	25%	-21%	0%	-5%
COc1cc(Cl)c(C)cc1NC(=O)c1cnn(-c2ccc(F)cc2F)c1C1CCN(C(=O)OC(C)(C)C)CC1	0%	0%	13%	9%	8%	-14%	29%	-11%	-31%
O=C(N/N=C/c1ccc(O)cc1)/C(=C/c1ccc([N+](=O)[O-])cc1)NC(=O)c1ccccc1	-4%	17%	5%	?	-3%	21%	-16%	5%	-21%
Fc1ccc(COc2ccc(Br)cc2CNCC2CCCO2)cc1 (centres undefined)	3%	4%	28%	1%	6%	44%[activator]	-6%	-25%	-6%

This is a subset; count on the stated rates, not on these rows.
